# Vif-APOBEC3F blk – Vif-A3F binding inhibition; HeLa A3F-eYFP + Vif (tagged APOBEC3F with the HIV-1 protein that degrades it), YFP fluorescence increase; Potency, µM (doses to about 46.1 µM), without a hit: top-dose activity, negative = active; hit rate 0.2% among 390,000; AID 602313; further: potency means the concentration at half of the fitted maximal effect; % of control where 0% means no effect; nearly all actives have a fitted effect of over 65% in size
#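 HeLa cells stably expressing A3F-eYFP plus Vif, plated and incubated overnight at 37 deg C, then exposed to compounds overnight at 37 deg C. Blocked degradation read as raised yellow fluorescence (Ex 488/Em 500-530).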
# RXFP1 ag – agonists of human relaxin receptor RXFP1; Q9HBX9; HEK293T-RXFP1 cAMP TR-FRET, 30 min; response scale: percent of porcine relaxin response, buffer zero; Potency, µM (titrated, usually from 57.5 µM), for the others: at the highest dose activation, actives largely listed as activators; hit rate 0.3% among 370,000; AID 2676; further: potency means the concentration at half of the fitted maximal effect; on the % scale 0 is the no-effect control and ±100 the full control effect; nearly all actives have a fitted effect of over 60% in size; many of its hits are not listed in these tables
#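 HEK293T cells stably expressing RXFP1 were pretreated with the PDE4 inhibitor Ro 20174, exposed to compounds for 30 min at 37C, lysed, and cAMP was read by TR-FRET. Data normalized to buffer (basal) and 29 nM porcine relaxin (100%).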
# Glioma ERSR ind – ER stress response induction in glioma; Potency, µM, for inactives: top-dose activation, actives largely listed as activators; hit rate 0.02% among 420,000; U87-MG GRP78 promoter luciferase reporter, 16 h; AID 602332; further: potency means the concentration at half of the fitted maximal effect; series mostly up to about 76 µM; % of control where 0% means no effect; nearly all actives have a fitted effect of over 35% in size
#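 Stably transfected U87-MG human glioma cells carrying a GRP78-based luminescent sensor were seeded at 1000 cells/well, pin-dosed with compounds and incubated 16 h. Luciferase reagent was then added, and end-point luminescence was read after 10 min at room temperature.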
# USP1-UAF1 inh – blocks the human USP1/UAF1 deubiquitinase complex. Potency, µM (top dose mostly 57.1 µM), for inactives: at the highest dose activity change, negative = inhibition, usual class: inhibitors. O94782. AID 743255. hit rate 0.23% among 390,000. recombinant USP1/UAF1, Ub-Rhodamine cleavage fluorescence; further: potency means the concentration at half of the fitted maximal effect; on the % scale 0 is the no-effect control and ±100 the full control effect; nearly all actives have a fitted effect of over 60% in size; inactives centre near -12
#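 High-throughput fluorogenic screen: 1nM USP1/UAF1 complex, Ub-Rho substrate 150nM final, 50mM HEPES pH 7.8 with 0.5mM EDTA, 0.1 mg/ml BSA, 1mM TCEP and 0.01% Tween-20.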
# TrxR1 substrate – rat thioredoxin reductase 1 substrate activity; O89049; purified TrxR1 substrate turnover, NADPH consumption readout; Potency, µM (titrated, usually from 114 µM), for the others: at the highest dose activity change, negative = substrate turnover; hit rate 0.01% among 390,000; AID 588456; further: potency means the concentration at half of the fitted maximal effect; on the % scale 0 is the no-effect control and ±100 the full control effect; nearly all actives have a fitted effect of over 50% in size
#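 Rat TrxR1, dispensed at 90 nM, was prereduced with 400 uM NADPH (final) for 5 min at ~22 deg C, then incubated with compound 15 min before 400 uM selenite. A first-read NADPH fluorescence drop versus no-compound background flagged substrates.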
# LDHA block – inhibitors of human lactate dehydrogenase A; P00338; purified LDHA, NADH/diaphorase-resazurin fluorescence; stronger effect = lower value; activity change, % (values are at about 110 or 230 µM); hit rate 0.15% among 480,000; AID 1347041; in the data active means activity change below about -30%; inconclusive means mostly about -25% to -30%;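 further: plate controls were DMSO wells for no effect and wells without enzyme for full effect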
#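 LDH5 2 nM; NADH 0.06 mM, pyruvate 0.2 mM; 200 mM Tris pH 7.4, EDTA, Tween-20; 5 min RT. Detection: diaphorase 0.133 mg/mL + resazurin 37 µM, fluorescence ex540/em590 at 0 and 20 min; normalized to enzyme-free and DMSO wells.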
# PI4K2A block – blocks human PI4K2A kinase activity. Q9BTU6. AID 1346378. purified PI4K2A, ADP-Glo luminescence, 1 h; stronger effect = lower value. hit rate 0.13% among 420,000. activity change, negative = inhibition, % at 76.9 µM; in the data active means activity change below about -50%; inconclusive means mostly about -30% to -49%;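 further: -100% = wells without enzyme as full effect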
#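 Compounds are screened against recombinant PI4K2A using PI as substrate and ATP, the latter dispensed at 300 microM. Reactions run one hour at ambient temperature before ADP-Glo detection; full inhibition defined by wells lacking enzyme.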
# Vif-APOBEC3G blk – Vif-A3G binding inhibition. Potency, µM (titrated, usually from 46.1 µM), without a hit: top-dose activity, negative = active, usual class: inhibitors. HeLa A3G-eYFP + Vif (tagged APOBEC3G with the HIV-1 protein that degrades it), YFP fluorescence, overnight. hit rate 0.076% among 410,000. AID 602310. Q9HC16;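 further: potency means the concentration at half of the fitted maximal effect; on the % scale 0 is the no-effect control and ±100 the full control effect; nearly all actives have a fitted effect of over 60% in size; hits raise eYFP signal because A3G escapes Vif-driven loss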
# Target sequence (Q9HC16 whole entry, looked up): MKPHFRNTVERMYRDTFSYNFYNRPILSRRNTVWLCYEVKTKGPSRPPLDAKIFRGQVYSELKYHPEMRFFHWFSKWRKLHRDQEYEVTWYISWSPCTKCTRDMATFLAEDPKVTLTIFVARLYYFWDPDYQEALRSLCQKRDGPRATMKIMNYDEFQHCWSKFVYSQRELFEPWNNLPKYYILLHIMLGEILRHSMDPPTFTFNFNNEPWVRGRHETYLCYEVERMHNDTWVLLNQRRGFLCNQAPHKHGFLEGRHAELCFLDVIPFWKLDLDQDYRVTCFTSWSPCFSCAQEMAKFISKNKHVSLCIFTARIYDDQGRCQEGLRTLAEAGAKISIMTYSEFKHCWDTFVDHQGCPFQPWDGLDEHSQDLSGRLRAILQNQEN
#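 HeLa cells stably expressing Vif and C-terminally eYFP-tagged A3G, seeded overnight at 37 deg C, then exposed to compound by pintool overnight at 37 deg C. Rise in yellow fluorescence (Ex 488/Em 500-530, Acumen) marks blocked Vif-driven A3G degradation.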
# mIDH1 inhibitor – blocks human mutant IDH1 R132H enzyme; IDH1-R132H enzyme, NADPH consumption, diaphorase/resazurin fluorescence; Potency, µM (top dose mostly 76.6 µM), inactives show at the highest dose activity change, negative = inhibition, actives largely listed as inhibitors; hit rate 0.093% among 390,000; AID 602179; further: potency means the concentration at half of the fitted maximal effect; on the % scale 0 is the no-effect control and ±100 the full control effect; nearly all actives have a fitted effect of over 65% in size
# Target sequence (O75874 whole entry R132H, stated change not applied): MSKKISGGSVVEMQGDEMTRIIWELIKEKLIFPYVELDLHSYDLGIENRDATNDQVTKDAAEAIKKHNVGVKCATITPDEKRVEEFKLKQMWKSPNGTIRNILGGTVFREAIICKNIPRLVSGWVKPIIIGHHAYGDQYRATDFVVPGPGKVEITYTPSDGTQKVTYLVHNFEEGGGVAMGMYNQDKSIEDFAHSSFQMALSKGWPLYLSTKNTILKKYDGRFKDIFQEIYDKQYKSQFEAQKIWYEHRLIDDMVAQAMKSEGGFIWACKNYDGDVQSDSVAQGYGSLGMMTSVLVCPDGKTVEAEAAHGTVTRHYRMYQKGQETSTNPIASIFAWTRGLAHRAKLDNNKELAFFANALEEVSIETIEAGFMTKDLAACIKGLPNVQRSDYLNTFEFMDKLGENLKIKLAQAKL
#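 IDH1-R132H (0.5 ug/mL dispensed) in pH 7.5 Tris buffer was preincubated 30 min with compound, then given a substrate mix of 0.016 mM NADPH and 2 mM alpha-KG for 80 min at room temperature; remaining NADPH was read by diaphorase/resazurin fluorescence.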
# Active calls of the source: *; ? = inconclusive; nt = not tested or not shown; [ ] = dose if it differs, or a comment. Unless noted, the call rests on the fitted dose curve; in most records, active means well fitted curve in the direction sought with a large enough effect; inconclusive means small, poorly fitted or top-dose-only effect, or another doubt; inactive means no such curve, though single readings can be large; an effect the other way counts as inactive or inconclusive.
Compound	Vif-APOBEC3F blk	RXFP1 ag	Glioma ERSR ind	USP1-UAF1 inh	TrxR1 substrate	LDHA block	PI4K2A block	Vif-APOBEC3G blk	mIDH1 inhibitor
Cc1ccc(OCCCn2ccnc2)c(Br)c1	9%	-0.2%	1%	7%	2%	-25	1	3%	1%
O=C(Oc1c(CN2CCOCC2)cc(Cl)c2cccnc12)c1cccs1	8%	-1.3%	-4%	-16%	-8%	9	-3	?	9%
O=S(=O)(Nc1ccc2c(c1)oc1ccccc12)N1CCCC1	3%	-0.8%	5%	-25%	-9%	-1	-1	-1%	2%
O=C(c1ccc2c(c1)OCO2)N1CCN(S(=O)(=O)c2ccccc2)CC1	4%	-0.2%	-2%	-18%	1%	-5	-1	-3%	5%
O=C(NCc1ccc(C(F)(F)F)cc1)C1CC(c2c(Cl)cccc2Cl)=NO1 (stereo not drawn)	1%	5.8%	-4%	?	-10%	4	-2	2%	11%
O=c1/c(=C/c2ccc(O)cc2)sc2n1CCCN=2	-2%	0.1%	2%	4%	-13%	-2	-29	0%	9%
COc1ccc(Nc2ncc(C(=O)Nc3cc(C)ccc3OC)c3ccccc23)cc1	-10%	-0.4%	-2%	-21%	-4%	3	2	-8%	14%
COc1cc(C#Cc2c(-c3cncn3C)n(C)c3ccc(-c4ccc5[nH]ccc5c4)cc23)cc(OC)c1	-1%	2.8%	4%	-20%	40%[activator][57.1 µM]	3	-6	-5%	-9%
CC[C@]12c3[nH]c4ccccc4c3CCN1C(=O)C(CC(=O)NCC13CC4CC(CC(C4)C1)C3)C[C@@H]2C(=O)N1CCN(C(=O)c2ccco2)CC1 (stereo partly drawn)	2%	nt	0%	-2%	-1%	-1	-5	-3%	17%
COc1ccc(-n2c(C)cc(=O)[nH]c2=O)cc1	6%	1.1%	-3%	-17%	5%[57.1 µM]	-6	4	-1%	-3%
[O-][n+]1c2cc(C(F)(F)F)ccc2c2n1CCN=C2c1ccc(Cl)cc1	0%	0.0%	-1%	6%	-1%	-3	1	0%	2%
C=CCN(C(=O)Nc1ccc(OC)cc1)c1nnc(-c2ccncc2)s1	11%	1.0%	-4%	-24%	-8%	5	3	-8%	0%
CCOc1ccc2[nH]c3c(NCC(C)C)ncnc3c2c1	-1%	0.3%	6%	-18%	38%[activator]	-2	5	0%	-3%
CN(C)S(=O)(=O)c1cccc(NC(=O)COc2ccccc2C(=O)Nc2ccccc2)c1	-1%	nt	-3%	-16%	nt	2	-1	-13%	-2%
Cc1cc(=O)oc2cc(NS(=O)(=O)c3ccccc3)ccc12	7%	20%	2%	-25%	392%[activator][57.1 µM]	-9	5	-14%	3%
O=C(O)c1ccccc1N/N=C/c1c(Sc2nnnn2-c2ccccc2)nc2ccccn2c1=O	-973%	5.2%	-3%	71%[activator]	-8%	-7	6	?	-19%
Cc1cc(N(C)C)c(C#N)c(N2CCOCC2)n1	8%	1.4%	-4%	2%	4%[57.1 µM]	-6	6	1%	-3%
CCCCN(C)c1c(N2CCC(C(=O)OCC)CC2)c(=O)c1=O	1%	-1.2%	-1%	?	3%[57.1 µM]	-3	-2	1%	1%
CC(C)c1ccc(NC(=O)CSC2=Nc3ccccc3C3=NC(CC(=O)NCc4ccc(F)cc4)C(=O)N23)cc1 (stereo not drawn)	0%	-0.2%	-7%	-8%	-1%[57.1 µM]	-1	-1	0%	-20%
COc1ccc(OCC(=O)Nc2ccc3oc(=O)ccc3c2)cc1	-5%	3.4%	-3%	-2%	-9%	1	-2	0%	-2%
COc1ccc(C(=O)COC(=O)CCS(=O)(=O)c2ccc(C)cc2)c(OC)c1	2%	1.9%	-1%	-24%	-8%	0	-1	0%	3%
CCOc1ccc(NC(=O)c2c(NC(=O)CNCCN3CCOCC3)sc3c2CCC3)cc1	3%	0.2%	-1%	-30%	1%	0	6	0%	-8%
Cc1ccc2c(C)c(C(=O)N(Cc3cccs3)C3CCS(=O)(=O)C3)oc2c1 (stereo not drawn)	-4%	-1.1%	-2%	-7%	-14%	-13	-8	5%	-2%
O=C(CSc1ccccn1)N1CCc2ccccc21	2%	-1.6%	-5%	-6%	8%[57.1 µM]	-13	2	2%	3%
CC1=C(C(=O)Nc2ccc(C)cc2)C(c2cccs2)NC(=S)N1 (stereo not drawn)	-3%	0.7%	4%	-22%	-5%	-5	-1	0%	2%
CCCCOc1ccc(C(=O)Nc2ccc3c(c2)OCO3)cc1	-10%	-1.2%	4%	-21%	2%	-12	-4	-5%	-4%
COc1cc(/C=N/NC(=O)c2ccc3nc[nH]c3c2)cc(OC)c1OC(C)=O	0%	nt	-2%	-13%	nt	-2	-2	-2%	-8%
O=c1c2cn[nH]c2nc(SCc2ccc3c(c2)OCCO3)n1-c1ccccc1	-7%	3.3%	-7%	-9%	-2%	-11	4	-13%	-2%
COc1ccc(Nc2nc(N)nc(CSc3nc4cc(OC)ccc4s3)n2)cc1	1%	4.0%	-5%	-18%	0%	-1	-4	-3%	14%
CCN(CC)C(=O)CSc1nc2cc3c(cc2c(=O)n1CCCC(=O)NCc1ccc2c(c1)OCO2)OCO3	-7%	0.6%	-1%	-20%	-1%[57.1 µM]	1	0	-5%	-14%
Cc1ccc(NC(=O)NCc2cccn2Cc2ccccc2)cc1F	8%	0.5%	-4%	2%	-8%[57.1 µM]	1	0	2%	-9%
O=C(Nc1cc(Cl)ccc1Cl)c1cc(-c2ccco2)on1	2%	3.3%	0%	-7%	-3%	-4	-6	1%	12%
O=C(Oc1ccc[nH]c1=O)C1CC1	-2%	nt	0%	-11%	nt	11	5	2%	-2%
CS(=O)(=O)c1ccc(N2CCOCC2)c(S(C)(=O)=O)c1	-13%	-0.6%	-5%	-13%	5%	3	-1	-5%	0%
Cc1cc(C(C)(C)C)ccc1OCCOCCN1CCCC1	4%	2.5%	-3%	-2%	5%[57.1 µM]	-11	-6	1%	6%
CCOC(=O)c1sc(N2C(=O)c3oc4cc(C)c(C)cc4c(=O)c3C2c2cccc(O)c2)nc1C (stereo not drawn)	1%	2.1%	-2%	-6%	4%	-3	0	1%	-18%
COc1ccc(/C=C(/C(=O)c2ccc(Cl)cc2Cl)n2cncn2)cc1	-14%	-0.3%	0%	-12%	-10%	-16	-1	-13%	3%
C=CC[C@@H](CC(=O)N[C@@H](CO)Cc1ccccc1)C(=O)N[C@H](COC(=O)[C@@H](CC=C)Cc1ccc(F)cc1)Cc1ccccc1	-16%	nt	7%	-27%	10%[57.1 µM]	-11	1	-8%	-5%
CC1=CC(=O)[C@@H](OC(=O)Nc2ccc(C)cc2)[C@@H](c2ccccc2Br)N1C	0%	nt	-3%	-2%	14%[2.29 µM]	-2	1	7%	4%[38.3 µM]
CCc1nc(C)ccc1OCC(=O)NCCCN(C)C	1%	0.3%	-4%	-7%	5%	-33*	-10	0%	0%
COC(=O)Cn1c(=O)c2c(nc3n2CCN3c2ccc(F)cc2)n(C)c1=O	6%	-0.6%	0%	-12%	13%[11.4 µM]	-18	-3	-10%	-3%
Cc1ccnc(SCC(=O)c2cccc([N+](=O)[O-])c2)n1	-9%	7.8%	1%	-23%	-4%[11.4 µM]	-4	-4	-1%	0%
O=C(NNC(=O)C1CCCCC1)C(=O)NC1CCCCC1	1%	-0.7%	-4%	-5%	-4%	-5	-2	0%	-4%
O=C(Cc1c(F)cccc1Cl)N/N=C/c1cccs1	0%	-1.3%	5%	-20%	-4%	-9	7	-1%	3%
CCOC(=O)c1ccc(CN(Cc2ccc(C)cc2)S(=O)(=O)c2ccc(NC(C)=O)cc2)cc1	-14%	1.0%	-1%	-1%	1%[57.1 µM]	10	-6	2%	-2%
Cc1ccc(C)c(C(=O)c2c(C)nc3sccn23)c1	-18%	1.1%	-7%	-24%	4%[57.1 µM]	-10	-6	-22%	1%
O=C(c1ccccc1)N1N=C(c2ccco2)CC1c1cccs1 (stereo not drawn)	-2%	-0.9%	0%	-11%	-9%	-3	0	0%	2%
Cn1ncc(Cl)c1C(=O)Nc1cccc(Cl)c1	1%	-3.3%	-1%	-22%	6%	0	-14	0%	-4%
Cc1ccc(S(=O)(=O)NC(=O)NCCc2ccccc2)cc1	-1%	0.8%	-4%	-25%	3%[57.1 µM]	-11	1	-10%	-6%
O=C(Nc1nc(-c2ccccc2)cs1)c1cccc([N+](=O)[O-])c1C(=O)O	1%	0.8%	2%	-18%	-7%	-10	-1	-12%	0%
CCNC(=O)C1(C)CCCN(C(=O)c2cc(-c3cccs3)oc2C)C1 (stereo not drawn)	nt	nt	-4%	nt	nt	-2	-2	-2%	nt
CC(C)C(=O)Nc1c(-c2cccs2)c(=O)c2ccccc2n1C	-8%	1.4%	-1%	-11%	5%	3	3	0%	7%
CC1(Oc2ccc(F)cc2)CCN(Cc2ccccc2OC(F)F)C1 (stereo not drawn)	nt	nt	-2%	nt	nt	-4	-6	-1%	nt
COc1ccccc1NC(=O)c1ccc(COc2ccccc2OC)o1	0%	1.3%	-1%	-17%	3%	0	1	0%	0%
O=C(c1ccc2nc(Cc3cccc(Cl)c3)oc2c1)N1CCOCC1	-2%	0.4%	4%	-7%	-15%	-1	2	-1%	1%

# An excerpt; count on the stated rates, not on these rows.
